A3G deaminase: blocks human APOBEC3G single-stranded DNA deamination | 330,000 compounds, 0.28% hits | inhibition, % at 20 µM | recombinant A3G, ssDNA deamination FAM/TAMRA fluorescence;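 active = inhibition of at least 40% at 20 µM, with no more than 30% in the related APOBEC3A deaminase screen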;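 note: plate controls were DMSO wells with A3G for no effect and wells lacking A3G enzyme for full effect; some compounds called inactive have numbers as strong as hits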
Target sequence (Q9HC16 whole entry, looked up): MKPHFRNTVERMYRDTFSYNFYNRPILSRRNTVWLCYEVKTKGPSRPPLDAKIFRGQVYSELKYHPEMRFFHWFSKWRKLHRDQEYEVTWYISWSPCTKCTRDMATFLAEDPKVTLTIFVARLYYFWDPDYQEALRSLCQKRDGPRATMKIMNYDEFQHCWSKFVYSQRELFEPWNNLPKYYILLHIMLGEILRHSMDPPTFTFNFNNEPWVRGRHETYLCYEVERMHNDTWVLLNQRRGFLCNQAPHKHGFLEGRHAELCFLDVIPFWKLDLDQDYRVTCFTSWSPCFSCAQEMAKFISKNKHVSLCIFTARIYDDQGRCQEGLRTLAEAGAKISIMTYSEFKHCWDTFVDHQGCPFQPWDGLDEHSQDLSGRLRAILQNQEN
beta cell repl: induces beta-cell replication in MIN6 cells; MIN6 cells proliferation, ATPlite luminescence, 48 h; cells starved in 0.2% serum; 100% = growth in 10% serum; proliferation, % at 10 µM; 330,000 compounds, 0.29% hits; AID 2380;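 active = compounds whose signal lies at least 3.5 SD above the mean of all wells on their plate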;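 note: 0% = DMSO-treated cells in low-serum medium and 100% = 10% serum control; some compounds called inactive have numbers as strong as hits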
mIAP act: mouse IAP activation; 330,000 compounds, 0.24% hits; AID 2805; muIAP, CDP-Star luminescence, 30 min; active compounds read high; 1 = vehicle-only enzyme signal, 0 = enzyme-free wells; activation factor at 10 µM;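 active = activation factor of at least 2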; note: the source names both 10 and 20 µM as test concentration; values of inactives mirror those of a sister screen read the other way
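Assay system: mouse IAP enzyme; Reagent: CDP-Star chemiluminescent phosphatase substrate; Compound: DMSO-dissolved test compounds; Incubation: 30 min, room temperature; Technique: luminescence from enzymatic CDP-Star hydrolysis; Controls: DMSO-only wells and no-enzyme negative control.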
hIAP activ: increases human intestinal alkaline phosphatase activity; 330,000 compounds, 0.16% hits; purified human IAP, CDP-Star luminescence, 30 min; active compounds read high; 1 = vehicle-only enzyme, 0 = enzyme-free background; activation factor at 10 µM; P09923;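 active = activation factor of the enzyme at least 2-fold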; note: the source names both 10 and 20 µM as test concentration; values of inactives mirror those of a sister screen read the other way
SENP1 inh: inhibitors of human SENP1 SUMO protease catalytic domain. Q9P0U3. recombinant SENP1 catalytic domain, CyPet-SUMO1-YPet FRET cleavage. inhibition, % at 10 µM. 360,000 compounds, 0.21% hits. AID 624204;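 active = inhibition at least 30% at 10 µM, raw YFP signal under a set limit, fluorescence ratio 0.5 to 1.5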;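 note: 0% = enzyme with DMSO and 100% = no enzyme wells; some results filed as inactive read as strong as hits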
Target sequence (Q9P0U3 419-644 limits assumed): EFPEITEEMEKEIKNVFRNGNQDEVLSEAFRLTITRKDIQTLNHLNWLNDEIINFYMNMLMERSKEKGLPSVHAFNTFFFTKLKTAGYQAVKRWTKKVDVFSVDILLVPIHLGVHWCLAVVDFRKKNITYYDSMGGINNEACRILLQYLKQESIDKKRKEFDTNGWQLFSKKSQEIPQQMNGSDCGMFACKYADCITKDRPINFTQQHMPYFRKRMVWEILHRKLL
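Controls: no-enzyme wells low, DMSO-plus-enzyme wells high control. Test system: human recombinant His6-tagged SENP1 catalytic domain enzyme. Reagent: SFCypet-SUMO1-SFYpet FRET protein substrate, 25 nM final. Doses: one dose per compound, 10 µM, 0.5% DMSO. Detection: FRET, CFP and YFP emission. Timing: 50 min reaction at room temperature.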
hIAP block: human IAP inhibition. P09923. 330,000 compounds, 0.12% hits. purified IAP, CDP-Star luminescence, 30 min. inhibition, % at 10 µM;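 active = inhibition reaching a set limit with compound at 10 µM in the primary screen, cut at about 35% in these data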;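 note: plate controls were DMSO wells with enzyme for no effect and no-enzyme buffer wells for full effect; values of inactives mirror those of a sister screen read the other way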
NLRP3 yeast inh: NALP3 inhibition in yeast; Yeast reconstituted NLRP3/ASC/caspase-1, beta-gal luminescence, 24 h; 330,000 compounds, 0.39% hits; inhibition, % at 10 µM;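 active = inhibition of 50% or more; inactive = inhibition below 50%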;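 note: plate controls were induced DMSO wells for no effect and uninduced yeast grown without galactose for full effect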
mIAP inh: mouse IAP inhibition; 330,000 compounds, 0.2% hits; inhibition, % at 10 µM; purified mouse IAP, CDP-Star luminescence, 30 min;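 active = inhibition of at least 40% at 10 µM in the primary screen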;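 note: plate controls were DMSO with enzyme for no effect and no enzyme wells for full effect; values of inactives mirror those of a sister screen read the other way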
APOBEC3A inh: blocks human APOBEC3A ssDNA deamination. recombinant A3A, FAM/TAMRA ssDNA deamination fluorescence. inhibition, % at 20 µM. 330,000 compounds, 0.41% hits;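 active = at least 40% inhibition at 20 µM here, with at most 30% in a related deaminase screen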;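 note: plate controls were A3A with DMSO for no effect and wells lacking A3A enzyme for full effect; some results filed as inactive read as strong as hits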
Target sequence (P31941 whole entry, looked up): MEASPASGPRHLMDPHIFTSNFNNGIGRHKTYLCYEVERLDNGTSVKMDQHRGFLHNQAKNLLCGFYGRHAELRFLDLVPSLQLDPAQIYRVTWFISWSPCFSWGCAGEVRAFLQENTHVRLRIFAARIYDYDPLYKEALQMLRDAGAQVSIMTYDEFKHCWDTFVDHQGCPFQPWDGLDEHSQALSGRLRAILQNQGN
* hit, by the source's call. Some of the compounds tested; count on the stated rates, not on these rows.

SMILES | A3G deaminase | beta cell repl | mIAP act | hIAP activ | SENP1 inh | hIAP block | NLRP3 yeast inh | mIAP inh | APOBEC3A inh
CSCC[C@H](NC(=O)OC(C)(C)C)C(=O)N1CCC(C(=O)N[C@@H](C)C(=O)NCc2ccc(F)cc2)CC1 | -11 | -2 | 0.94 | 0.97 | 1 | 3 | -8 | 6 | -3
CCN1C(=O)CC(C(=O)NC)SC1=Nc1cc(Cl)c(O)c(Cl)c1 (stereo not given) | 2 | -4 | 0.9 | 1 | -2 | 0 | -18 | 10 | 4
CCOc1ccccc1NS(=O)(=O)N(C)C | -3 | -1 | 1.1 | 0.89 | 3 | 11 | -5 | -12 | 1
Nc1ccc2nc(Cc3ccccc3)[nH]c2c1 | -1 | -1 | 1.1 | 1.2 | -11 | -18 | -2 | -6 | -7
O=C(Nc1ccccc1OC(F)F)C1CCCN1C(=O)c1cccs1 (stereo not given) | -11 | -2 | 1 | 1.1 | 1 | -13 | 1 | -4 | -2
NC(=O)COC(=O)c1oc2ccccc2c1CSc1ccc(Cl)cc1 | -5 | 0 | 0.88 | 1 | 3 | -2 | -4 | 12 | 0
CCCOc1ccc(N2C(=O)C3ON(c4ccccc4)C(CCC)C3C2=O)cc1 (stereo not given) | -8 | -2 | 0.96 | 1.1 | 0 | -8 | 18 | 4 | -4
O=C(CNC(=O)c1ccccc1)OC(C(=O)Nc1cc(C(F)(F)F)ccc1Cl)c1ccccc1 (stereo not given) | -4 | 0 | 1 | 0.96 | 4 | 4 | -8 | -4 | -3
CCCn1c(C)cc(=O)c2cc(NC(=O)c3ccccn3)ccc21 | -2 | -1 | 0.97 | 0.99 | 0 | 1 | 10 | 3 | 0
Nc1ccc2c(c1)nnn2-c1ccccc1 | -5 | 0 | 1 | 1.1 | 0 | -6 | 13 | 0 | 2
COc1cc(OC)cc(-c2oc(=O)c3cc(OC)c(OC)cc3c2C#CCCCO)c1 | -6 | 9 | 0.97 | 1.1 | -1 | -10 | 9 | 3 | -1
CCN(CC)c1nc(C#N)cc(-c2ccc(OC)cc2)n1 | -1 | -4 | 1 | 0.96 | -42 | 4 | 4 | -3 | 2
Cc1ccn2c(NC3CCCCC3)c(C)nc2c1 | -11 | 2 | 0.96 | 0.97 | -1 | 3 | 1 | 4 | -3
COc1cc(/C=N/Nc2nc3ccccc3[nH]c2=O)ccc1O | -6 | 2 | 0.77 | 1.3 | 0 | -26 | -4 | 23 | 2
CCn1c(=O)c(C(=O)NNS(=O)(=O)c2ccc(Cl)cc2)c(O)c2ccccc21 | -4 | -5 | 0.88 | 1.1 | 0 | -9 | 10 | 12 | 1
Cc1cccc(N2CCc3c2nc2ccc(Br)cc2c3N)c1 | -5 | -4 | 0.85 | 0.92 | -18 | 8 | 37 | 15 | 0
O=C(CNC(=O)c1ccc(Br)o1)Nc1ncccc1O | -6 | -3 | 0.85 | 1.2 | -3 | -22 | 0 | 15 | 0
O=C(CC1C(=O)NCCN1C(=O)Nc1ccccc1)Nc1cc(Cl)ccc1Cl (stereo not given) | 1 | 0 | 0.9 | 0.81 | 2 | 19 | 14 | 10 | 2
Cc1cc(Nc2ccc3ccccc3c2)n2ncnc2n1 | 3 | -3 | 1.1 | 1.2 | 1 | -21 | 18 | -8 | 2
O=C(Nc1cccc2c1C(=O)NC2=O)c1ccc(S(=O)(=O)N2CCCC2)cc1 | 2 | -1 | 0.97 | 0.96 | -20 | 4 | -8 | 2 | 0
Cc1cc(=O)[nH]c(N/N=C/c2cccs2)n1 | -5 | 0 | 0.94 | 1.1 | 1 | -10 | 5 | 6 | 1
O=C(NCCC(=O)N(CCc1ccccc1)Cc1ccccc1)c1ccc([N+](=O)[O-])cc1 | -9 | -4 | 0.9 | 0.99 | 1 | 1 | 13 | 10 | -3
CCOC(=O)Cn1c2ccccc2n2nc(CCC(=O)O)c(=O)nc12 | -4 | -3 | 0.9 | 1 | -1 | -2 | 6 | 10 | 1
Cc1ccc2oc(=O)n(CCC(=O)Nc3ccc(N4CCOCC4)cc3)c2c1 | -2 | -2 | 1 | 1 | -1 | -1 | 25 | -4 | 1
COc1ccc(-c2c(C#N)c(C)nc3c2C(=O)c2ccccc2-3)cc1 | 3 | 3 | 0.96 | 1 | 4 | -4 | 7 | 4 | 1

Record cards, from the list above. Screens in order: A3G deaminase	beta cell repl	mIAP act	hIAP activ	SENP1 inh	hIAP block	NLRP3 yeast inh	mIAP inh	APOBEC3A inh
O=C(CC1C(=O)NCCN1C(=O)Nc1ccccc1)Nc1cc(Cl)ccc1Cl (stereo not given) reads 1	0	0.9	0.81	2	19	14	10	2
O=C(CNC(=O)c1ccccc1)OC(C(=O)Nc1cc(C(F)(F)F)ccc1Cl)c1ccccc1 (stereo not given) reads -4	0	1	0.96	4	4	-8	-4	-3

Back to the main list; the five compounds before the break are reprinted first.
SMILES | A3G deaminase | beta cell repl | mIAP act | hIAP activ | SENP1 inh | hIAP block | NLRP3 yeast inh | mIAP inh | APOBEC3A inh
Cc1cc(=O)[nH]c(N/N=C/c2cccs2)n1 | -5 | 0 | 0.94 | 1.1 | 1 | -10 | 5 | 6 | 1
O=C(NCCC(=O)N(CCc1ccccc1)Cc1ccccc1)c1ccc([N+](=O)[O-])cc1 | -9 | -4 | 0.9 | 0.99 | 1 | 1 | 13 | 10 | -3
CCOC(=O)Cn1c2ccccc2n2nc(CCC(=O)O)c(=O)nc12 | -4 | -3 | 0.9 | 1 | -1 | -2 | 6 | 10 | 1
Cc1ccc2oc(=O)n(CCC(=O)Nc3ccc(N4CCOCC4)cc3)c2c1 | -2 | -2 | 1 | 1 | -1 | -1 | 25 | -4 | 1
COc1ccc(-c2c(C#N)c(C)nc3c2C(=O)c2ccccc2-3)cc1 | 3 | 3 | 0.96 | 1 | 4 | -4 | 7 | 4 | 1
C=CCn1c(SCC(=O)Nc2sccc2C#N)nc2sc(C)c(C)c2c1=O | -6 | 0 | 0.96 | 0.94 | -11 | 6 | -8 | 4 | -5
O=C(Nc1ccc2c(c1)OCO2)C1CCCN1C(=O)Nc1ccccc1 (stereo not given) | -10 | -4 | 1 | 0.95 | -3 | 5 | -5 | -3 | -3
Cc1ccc(C)c(NC(=O)NNC(=O)CCc2ccccc2)c1 | -3 | 2 | 1 | 1 | -1 | -2 | 5 | 0 | 2
CCN(CC)C(=O)Cn1cnc2c1c(=O)n(C)c(=O)n2C | -6 | 0 | 0.98 | 0.94 | 0 | 6 | -6 | 2 | -2
O=c1ccn(-c2cccc(C(F)(F)F)c2)nc1-c1ccn(-c2ccccc2F)n1 | -5 | 9.4* | 0.94 | 0.96 | 1 | 4 | 0 | 6 | 1
O=c1[nH]c(SCc2ccccc2Cl)nc2c1CCCC2 | -2 | -1 | 0.97 | 1 | 2 | -4 | 3 | 2 | 0
COc1ccc(C(=O)N/N=C/c2cc3ccccc3[nH]c2=S)cc1 | 24 | 0 | 0.82 | 1.5 | 0 | -46 | 7 | 18 | -3
Cc1ccc(S(=O)(=O)N2CCOCC2)cc1NC(=O)CNCc1cccnc1 | -2 | 0 | 1 | 1.2 | 1 | -17 | 7 | -2 | 1
CCC(C)NC(=O)c1ccccc1NC(=O)c1ccc(CSc2ccc(C)cc2)cc1 (stereo not given) | -2 | -2 | 1 | 1 | 1 | -2 | 16 | -3 | 2
C/C(=N/NC(=O)C1CCCCC1)c1ccc([N+](=O)[O-])cc1 | -10 | 3 | 0.95 | 0.88 | -1 | 12 | -4 | 4 | -1
O=C(NCc1ccccc1Cl)C1CCCO1 (stereo not given) | -9 | -2 | 1 | 0.98 | 2 | 2 | -26 | -1 | -3
CCOC(=O)c1sc2ncn(C(C)C(=O)OC)c(=O)c2c1C (stereo not given) | 0 | 6 | 0.94 | 0.91 | 0 | 9 | 21 | 6 | 1
Cc1ccc(C)c(NC(=O)CN(C)C(=O)C2COc3ccccc3O2)c1 (stereo not given) | -3 | -4 | 1 | 1.1 | 3 | -7 | 11 | -5 | 11
CC1CCCCN1C(=O)CSc1nnc(CSc2ncccn2)n1C (stereo not given) | -3 | -1 | 1 | 1 | -1 | -2 | 0 | -5 | 0
O=C(Cn1c(=O)oc2cc(S(=O)(=O)NCc3ccccc3)ccc21)N1CCCC1 | 4 | -1 | 1.1 | 0.92 | 3 | 8 | 7 | -6 | -5
CCCCNC(=O)Nc1ccc2c(c1)N(C)C(=O)c1ccccc1S2 | -9 | -1 | 2.7* | 1.4 | 1 | -45 | -13 | -172 | -8
CCCCCn1c(=O)[nH]c2cc(C(=O)NCCCN3CCCCC3C)ccc2c1=O (stereo not given) | -5 | -3 | 0.96 | 0.92 | -3 | 8 | 16 | 4 | -2
C=C1C2(C(=O)Nc3nccs3)CCC(C2)C1(C)C (stereo not given) | -5 | -2 | 0.97 | 0.95 | -2 | 5 | 17 | 3 | -2
O=C(CSc1nc(O)cc(=O)n1-c1ccccc1)Nc1ccc(Br)cn1 | -7 | -1 | 0.86 | 0.94 | -3 | 6 | -4 | 14 | -3
CCSc1nc2sc3c(c2c(=O)n1-c1ccccc1C)CCN(C)C3 | -6 | -3 | 0.99 | 0.82 | -51 | 18 | 18 | 1 | 12
CCCOC(=O)c1c(NC(=O)c2cnn3c2NC(c2ccccc2)CC3C(F)(F)F)sc2c1CCCC2 (stereo not given) | -3 | 0 | 0.92 | 0.89 | -39 | 11 | 18 | 8 | -1
O=C(c1ccccc1)c1ccc(OCC(O)CN2CCN(S(=O)(=O)N3CCCCC3)CC2)cc1 (stereo not given) | -1 | -2 | 0.97 | 0.99 | 2 | 0 | 22 | 3 | 0
CC(=O)NCCc1c(C)n(Cc2ccccc2)c2ccccc12 | 11 | -5 | 0.83 | 1.4 | -5 | -40 | 16 | 17 | -4
COc1ccc(NC(=O)CSc2nnc(NC(=O)CN3CCOCC3)s2)cc1 | -7 | 0 | 1 | 1.1 | 0 | -13 | 20 | -3 | -6
COc1cc(/C=C2\SC(=S)N(NC(=O)c3ccccc3O)C2=O)ccc1O | 13 | -6 | 0.63 | 0.82 | 59* | 18 | 17 | 37 | -4
Cc1ccc(-n2nc3c(=O)n(CC(=O)NC4CCCCCC4)nc(C)c3c2C)cc1 | -1 | -5 | 0.99 | 0.82 | 1 | 18 | 7 | 1 | -3
Cn1cnnc1SCCC(=O)Nc1ccccc1 | 1 | -3 | 1 | 0.95 | 0 | 5 | 8 | -3 | -2
CCc1cc(-c2[nH]ncc2-c2ccc3c(c2)OCO3)c(O)cc1O | -1 | -4 | 0.93 | 1.9 | 1 | -93 | 3 | 7 | 3

Screening data deposited in PubChem by Sanford-Burnham Center for Chemical Genomics.
